Tcruzi prolif: T. cruzi proliferation inhibition. T. cruzi beta-gal in NIH3T3, GalScreen luminescence, 90 h. inhibition, % at 8.34 µM. 77,000 compounds, 5.9% hits. AID 624255;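 active means mean inhibition above about 93%, with at least 55% of replicates each passing it, limit read from the data, passing the limit was not always enough; inconclusive means only one of those two conditions holds; inactive means neither condition holds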
C diff HTS: blocks growth of Clostridium difficile; Clostridium difficile clinical isolate growth, OD600, 24 h; active compounds read low; growth activity, negative = inhibition, % at 16 µg/mL (by protocol); 86,000 compounds, 0.25% hits; AID 1259249;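 active means mean growth activity at or below -80% and every replicate also at or below -80%; inconclusive means mean at or below -80% but some replicate above -80%; inactive means mean growth activity above -80%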;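 further: 0% = DMSO wells and -100% = levofloxacin 16 µg/mL wells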
GASC1 inh: blocks human GASC-1 (KDM4C) demethylase activity; Q9H3R0; GST-KDM4C 2-372, H3K9me3 peptide, LANCE TR-FRET; inhibition, % at 12.5 µM; 96,000 compounds, 0.15% hits; AID 720574;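 active means mean replicate inhibition above about 25%, with at least 55% of replicates also reaching it, limit read from the data, passing the limit was not always enough; inconclusive means only one of those two conditions met; inactive means neither condition met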
Target sequence (Q9H3R0 2-372 limits assumed): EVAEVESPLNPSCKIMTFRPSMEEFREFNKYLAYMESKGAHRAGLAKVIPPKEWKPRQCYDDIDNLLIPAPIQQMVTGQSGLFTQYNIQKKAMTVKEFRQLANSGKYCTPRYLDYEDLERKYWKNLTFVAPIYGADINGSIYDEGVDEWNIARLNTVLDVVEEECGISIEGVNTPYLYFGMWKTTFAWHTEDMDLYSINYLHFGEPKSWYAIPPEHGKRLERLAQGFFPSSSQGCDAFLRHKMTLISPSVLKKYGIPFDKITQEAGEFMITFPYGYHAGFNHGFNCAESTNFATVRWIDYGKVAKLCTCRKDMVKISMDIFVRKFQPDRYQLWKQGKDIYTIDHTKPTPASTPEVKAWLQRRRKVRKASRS
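System: N-terminal GST-fused human GASC-1 (KDM4C) fragment, residues 2-372 / Amount: 10 nM GST-KDM4C in enzyme reaction / Also added: H3K9me3 peptide with Fe(II)/2OG / Times: 30 min demethylation and 1 h detection at room temperature / Signal: LANCE TR-FRET / Read-out basis: Fall in 671/618 emission ratio as inhibition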
Pf Dd2 growth: P. falciparum Dd2 growth inhibition; SYBR Green, 72 h; active compounds read low; activity change, % at 10 µM; 94,000 compounds, 2.3% hits; AID 1159554; in the data active means activity change below about -80%; inconclusive means no clear call, values can overlap the other calls
* = called active by the depositor; ? = inconclusive; · = no result given; & = joins results of further samples.

no. | SMILES | Tcruzi prolif | C diff HTS | GASC1 inh | Pf Dd2 growth
1 | C[C@@H]1CN([C@H](C)CO)C(=O)c2cc(NC(=O)CCC(F)(F)F)ccc2O[C@H]1CN(C)S(C)(=O)=O | 39 | -1 | 22 | 20
2 | CC(C)NC(=O)Nc1ccc2c(c1)C(=O)N([C@H](C)CO)C[C@H](C)[C@H](CN(C)C)OCCCC[C@H](C)O2 | 65 | 5 | 1.0 | 27
3 | O=C(Nc1ccc(C(F)(F)F)cc1)N[C@@H]1CC[C@@H](CC(=O)N2CCCCC2)O[C@H]1CO | · | 2 | -0.4 | -1
4 | Cc1ccc(S(=O)(=O)N(C)C[C@@H]2Oc3c(NS(=O)(=O)c4ccccc4)cccc3C(=O)N([C@H](C)CO)C[C@H]2C)cc1 | 39 | -10 | 2.5 | 2
5 | C[C@@H]1CN([C@H](C)CO)C(=O)c2cc(-c3ccccc3)cnc2O[C@@H]1CN(C)C(=O)c1cccnc1 | · | -8 | 1.0 | 4
6 | Cc1noc(C)c1NC(=O)Nc1ccc2c(c1)C(=O)N([C@@H](C)CO)C[C@H](C)[C@@H](CN(C)S(=O)(=O)c1ccc(Cl)cc1)OCCCC[C@H](C)O2 | 79 | -11 | -1.2 | -77
7 | CN(C)C(=O)C[C@H]1C[C@@H]2c3cc(NC(=O)Nc4ccc(C(F)(F)F)cc4)ccc3O[C@@H]2[C@@H](CO)O1 | 5 | 2 | 0.9 | -14
8 | COc1ccc(NC(=O)N[C@H]2C=C[C@@H](CC(=O)NC3CCCCC3)O[C@@H]2CO)cc1 | -18 | · | -0.3 | 12
9 | O=C(N[C@H]1CC[C@@H](CCn2cc(Cc3ccccc3)nn2)O[C@@H]1CO)c1ccccn1 | 44 | -2 | -0.4 | -9
10 | COc1ccccc1NC(=O)N1CCCCN2[C@@H](CO)[C@H](c3ccc(-c4cccc(C)c4)cc3)[C@@H]2C1 | 68 | 41 | -1.2 | -38
11 | O=C(C1CC1)N1CC(=O)N2[C@@H](CO)[C@H](c3ccc(-c4cccnc4)cc3)[C@@H]2C1 | · | -5 | -0.4 | 3
12 | CCCNC(=O)C[C@@H]1CC[C@H]2[C@H](COc3ccc(NC(=O)Cc4ccccc4)cc3C(=O)N2C)O1 | -21 | -6 | 4.0 | 2
13 | O=C(C[C@@H]1C=C[C@H](NC(=O)c2cccc(F)c2)[C@H](CO)O1)NCc1ccccc1 | 25 | · | · | 7
14 | O=C1CNC[C@H]2[C@@H](c3ccc(C#CC4CCCCC4)cc3)[C@H](CO)N12 | · | 13 | 18 | -15
15 | CCN1[C@H](C(=O)NC2CCC2)[C@@H](CO)[C@@H]2Cn3c(ccc(-c4ccccc4F)c3=O)[C@@H]21 | 30 | 5 | ? | 1
16 | C/C=C/c1ccccc1[C@@H]1[C@@H](C#N)N(C(C)=O)[C@@H]1CO | · | 6 | -0.6 | 3
17 | Cc1ccc(S(=O)(=O)Nc2ccc3c(c2)C(=O)N([C@H](C)CO)C[C@@H](C)[C@H](CN(C)S(=O)(=O)c2ccc(Cl)cc2)OCCCC[C@H](C)O3)cc1 | · | -2 | -1.8 | -69
18 | C[C@H]1CN([C@@H](C)CO)C(=O)Cc2cc(NS(=O)(=O)c3ccc(Cl)cc3)ccc2O[C@H]1CN(C)S(C)(=O)=O | 10 | -7 | 0.1 | -10
19 | Cc1noc(C)c1S(=O)(=O)N(C)C[C@@H]1OCCCC[C@H](C)Oc2ccc(NS(=O)(=O)c3ccc(Cl)cc3)cc2C(=O)N([C@H](C)CO)C[C@@H]1C | 98* | -2 | -2.1 | -37
20 | C[C@@H]1CN([C@@H](C)CO)C(=O)c2cccc(NC(=O)c3nc4ccccc4s3)c2O[C@H]1CN(C)Cc1ccncc1 | · | 0 | 0.9 | -46

Compounds 12–13, reprinted for reference:
no. | SMILES | Tcruzi prolif | C diff HTS | GASC1 inh | Pf Dd2 growth
12 | CCCNC(=O)C[C@@H]1CC[C@H]2[C@H](COc3ccc(NC(=O)Cc4ccccc4)cc3C(=O)N2C)O1 | -21 | -6 | 4.0 | 2
13 | O=C(C[C@@H]1C=C[C@H](NC(=O)c2cccc(F)c2)[C@H](CO)O1)NCc1ccccc1 | 25 | · | · | 7

Next section
no. | SMILES | Tcruzi prolif | C diff HTS | GASC1 inh | Pf Dd2 growth
21 | C[C@@H]1CN([C@H](C)CO)C(=O)CCCn2cc(nn2)CO[C@H]1CN(C)C(=O)c1cc(-c2ccccc2)on1 | 27&60 | 16&-4 | -0.4 | 8&-24
22 | O=C(C1CCCC1)N1CC[C@@H]2[C@H]1c1cc(C#Cc3ccc(F)cc3)ccc1N[C@@H]2CO | · | -6 | -3.9 | -21
23 | CN(C)C(=O)c1ccc(-c2ccccc2[C@@H]2[C@@H](CO)N(C(=O)C3CCC3)[C@H]2C#N)cc1 | · | 5 | -0.5 | -4
24 | CC(=O)N1CC2(C1)[C@H](c1ccccc1)[C@@H](CO)N2C(=O)c1cnccn1 | · | 3 | 0.4 | -1
25 | Cc1noc(C)c1S(=O)(=O)Nc1ccc2c(c1)C(=O)N([C@H](C)CO)C[C@H](C)[C@@H](CN(C)S(=O)(=O)c1ccc(Cl)cc1)OCCCC[C@@H](C)O2 | -44 | 4 | 0.1 | -22
26 | Cc1cccc(S(=O)(=O)N2C[C@@H]3N[C@H](C2)C3c2ccc(-c3ccccc3C)cc2)c1 (some centres undefined) | · | 32&5 | -0.4&-1.2 | -45&-36
27 | C[C@@H]1CN([C@H](C)CO)C(=O)Cc2cc(NS(=O)(=O)c3ccc(Cl)cc3)ccc2O[C@H]1CN(C)C | · | 2 | -1.6 | 6
28 | Cc1noc(C)c1NC(=O)Nc1ccc2c(c1)C(=O)N([C@@H](C)CO)C[C@@H](C)[C@@H](CN(C)Cc1ccc(C(=O)O)cc1)O2 | 33 | · | 0.5 | 10
29 | COc1ccc(CN(C)C[C@H]2Oc3c(NS(=O)(=O)c4ccc(C)cc4)cccc3C(=O)N([C@H](C)CO)C[C@@H]2C)cc1 | 17 | 8 | -1.9 | -12
30 | COc1cccc(S(=O)(=O)N2CCCCN3[C@H](CO)[C@H](c4ccc(-c5ccncc5)cc4)[C@@H]3C2)c1 | 113* | -11 | -1.1 | -12
31 | C/C=C/c1cnc2c(c1)C(=O)N([C@@H](C)CO)C[C@H](C)[C@H](CN(C)C(=O)Nc1cccc(OC)c1)O2 | 60 | 6 | -1.6 | 29
32 | COc1ccccc1CNC(=O)C[C@H]1C[C@H]2c3cc(NC(=O)c4ccc5c(c4)OCO5)ccc3O[C@H]2[C@@H](CO)O1 | 9 | -1 | 0.9 | -1
33 | C[C@@H]1CN([C@H](C)CO)S(=O)(=O)c2ccc(-c3cncnc3)cc2O[C@@H]1CN(C)Cc1ccccn1 | -28 | 1 | -4.0 | 8
34 | Cc1ccc(-c2ccc([C@H]3[C@@H](CO)N4CCCCN(S(=O)(=O)c5cccc(C)c5)C[C@H]34)cc2)cc1 | 59 | 22 | · | -78
35 | COc1ccc(S(=O)(=O)Nc2cccc3c2O[C@H](CN(C)Cc2ccc(C(=O)Nc4ccccc4N)cc2)[C@@H](C)CN([C@@H](C)CO)C3=O)cc1 | · | 4 | -0.5 | -23
36 | COc1ccc(CNC(=O)C[C@H]2C=C[C@H](NC(=O)Nc3ccc4c(c3)OCO4)[C@H](CO)O2)cc1 | 8 | 12 | -1.2 | 9
37 | C[C@H](CO)N1C[C@H](C)[C@H](CN(C)Cc2ccncc2)Oc2ccc(NC(=O)CCCN(C)C)cc2C1=O | 16 | 0 | -0.4 | 22
38 | CO[C@@H]1CN(C)C(=O)c2cc(NC(=O)C3CC3)ccc2OC[C@H](C)N(C(=O)c2cnccn2)C[C@H]1C | 11 | · | 0.6 | 26
39 | C[C@H](CO)N1C[C@H](C)[C@H](CN(C)Cc2ccc(C(=O)Nc3ccccc3N)cc2)Oc2ccc(NC(=O)Nc3ccc4c(c3)OCO4)cc2CC1=O | 23 | -3 | 0.4 | -58
40 | CCCNC(=O)C[C@H]1CC[C@H]2[C@H](COc3ccc(NC(=O)c4cc(F)cc(F)c4)cc3C(=O)N2C)O1 | -6 | 1 | -0.1 | 9
41 | C[C@H](CO)N1C[C@H](C)[C@H](CN(C)S(=O)(=O)c2cccc(C#N)c2)OCc2cnnn2CCCC1=O | -41 | · | · | -5
42 | O=C(C[C@H]1CC[C@H]2[C@@H](COC[C@@H](O)CN2S(=O)(=O)c2ccc(F)cc2)O1)N1CCc2ccccc2C1 | 38 | · | 2.3 | -6
43 | O=C([C@H]1[C@H](CO)[C@H]2Cn3c(ccc(-c4ccccc4F)c3=O)[C@@H]1N2C(=O)C1CCC1)N1CCOCC1 | 60 | 3 | -1.1 | 13
44 | O=C(C[C@H]1CC[C@@H]2[C@H](COC[C@@H](O)CN2CCC(F)(F)F)O1)NCC1CC1 | 15 | · | 0.1 | 9
45 | CC(C)NC(=O)Nc1ccc2c(c1)C(=O)N([C@@H](C)CO)C[C@H](C)[C@H](CN(C)S(=O)(=O)c1ccccc1)OCCCC[C@@H](C)O2 | 24 | 4 | 2.4 | -52
46 | CCC(=O)N1C[C@@H](C)[C@H](OC)CN(C)C(=O)c2cc(NC(=O)Nc3ccc(Cl)cc3)ccc2OC[C@H]1C | 1 | · | -1.1 | -44
47 | C[C@@H]1CN([C@@H](C)CO)C(=O)c2cc(C#C[C@@H](C)O)cnc2O[C@H]1CN(C)Cc1cncnc1 | 17 | -1 | 1.8 | 38
48 | C[C@H]1CN([C@@H](C)CO)C(=O)c2cc(C#Cc3ccncc3)cnc2O[C@H]1CN(C)C(=O)c1ccccc1F | · | 6 | 1.6 | 10
49 | CCC(=O)N1[C@H](C(=O)N2CCCCC2)[C@@H](CO)[C@@H]2Cn3c(ccc(-c4ccccc4)c3=O)[C@@H]21 | 59 | 3 | -0.8 | -1
50 | Cc1noc(C)c1NC(=O)Nc1ccc2c(c1)C(=O)N(C)[C@@H]1CC[C@@H](CC(=O)N[C@@H]3CCN(Cc4ccccc4)C3)O[C@H]1CO2 | -22 | -10 | 4.6 | -12
51 | C[C@@H]1CN([C@@H](C)CO)C(=O)c2cc(C#Cc3cccc(F)c3)cnc2O[C@@H]1CN(C)C(=O)C1CCC1 | -60 | 0 | 0.8 | -62
52 | CCCN(C)C[C@H]1OCCCC[C@H](C)Oc2ccc(NC(=O)C3CCCCC3)cc2C(=O)N([C@@H](C)CO)C[C@H]1C | 82 | 0 | -2.1 | -61
53 | C[C@H]1CN([C@@H](C)CO)C(=O)c2cccc(NC(=O)Nc3cccc4ccccc34)c2O[C@H]1CN(C)C | · | -5 | 2.7 | -17
54 | C[C@H]1CN([C@@H](C)CO)C(=O)c2cccc(NS(=O)(=O)c3cn(C)cn3)c2O[C@H]1CN(C)Cc1ccc(C(F)(F)F)cc1 | 34 | 2 | 0.7 | 4
55 | CCCN1C[C@H](C)[C@H](OC)CN(C)C(=O)c2cc(NC(=O)c3cccc(F)c3)ccc2OC[C@@H]1C | -89 | -3 | -2.3 | 9
56 | CC(=O)N1CC2(C1)[C@H](c1ccccc1)[C@@H](CO)N2C(=O)Cc1ccccc1 | · | 5 | -0.7 | -46
57 | Cc1noc(C)c1NC(=O)N(C)C[C@@H]1Oc2ccc(NS(=O)(=O)c3cn(C)cn3)cc2CC(=O)N([C@H](C)CO)C[C@@H]1C | 3 | 5 | -0.4 | 4
58 | COc1ccc(NC(=O)N(C)C[C@@H]2Oc3ncc(C#CC(C)(C)O)cc3C(=O)N([C@H](C)CO)C[C@@H]2C)cc1 | 23 | -4 | -0.8 | 35
59 | O=C(C[C@H]1C[C@@H]2c3cc(NC(=O)NC4CCCCC4)ccc3O[C@@H]2[C@@H](CO)O1)NCC1CC1 | -16 | · | -2.5 | -7
60 | O=C(N[C@@H]1C=C[C@@H](CC(=O)N2CCN(c3ccccc3)CC2)O[C@H]1CO)c1ccncc1 | -10 | · | -2.1 | 22
61 | C[C@H](CO)N1C[C@H](C)[C@H](CN(C)Cc2ccc(Oc3ccccc3)cc2)Oc2ccc(NC(=O)C3CC3)cc2C1=O | 83 | 4 | 1.3 | 11
62 | C[C@@H]1CN([C@H](C)CO)C(=O)c2cc(NC(=O)c3ccncc3)ccc2O[C@@H](C)CCCCO[C@@H]1CN(C)C(=O)c1ccccc1 | 4 | -3 | 0.6 | 8
63 | CO[C@@H]1CN(C)C(=O)c2cc(NC(=O)Cc3ccccc3)ccc2OC[C@@H](C)N(CC2CC2)C[C@H]1C | 19 | 1 | 0.9 | -15

Profiles, looked up by structure.
`CO[C@@H]1CN(C)C(=O)c2cc(NC(=O)Cc3ccccc3)ccc2OC[C@@H](C)N(CC2CC2)C[C@H]1C` as listed: Tcruzi prolif = 19; C diff HTS = 1; GASC1 inh = 0.9; Pf Dd2 growth = -15
`CCCN1C[C@H](C)[C@H](OC)CN(C)C(=O)c2cc(NC(=O)c3cccc(F)c3)ccc2OC[C@@H]1C` as listed: Tcruzi prolif = -89; C diff HTS = -3; GASC1 inh = -2.3; Pf Dd2 growth = 9

Screening data from PubChem.
